# EP2 mod = EP2 receptor modulators, cAMP readout, primary screen, cell-based, HTRF cAMP, PGE2 stimulation; EP2-expressing cells, cAMP HTRF FRET, PGE2 co-stimulation; induction, % at 25 µM; actives 0.83% (n = 260,000);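 active = compounds whose cAMP rise, as percent of the full-agonist control response, exceeds 60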;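 note: rat C6 glioma line stably carrying human EP2 under a CMV promoter; the protocol text gives 20 µM as final concentration; 100% = response of wells given 1 µM PGE2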
# Target sequence (P43116 whole entry, looked up): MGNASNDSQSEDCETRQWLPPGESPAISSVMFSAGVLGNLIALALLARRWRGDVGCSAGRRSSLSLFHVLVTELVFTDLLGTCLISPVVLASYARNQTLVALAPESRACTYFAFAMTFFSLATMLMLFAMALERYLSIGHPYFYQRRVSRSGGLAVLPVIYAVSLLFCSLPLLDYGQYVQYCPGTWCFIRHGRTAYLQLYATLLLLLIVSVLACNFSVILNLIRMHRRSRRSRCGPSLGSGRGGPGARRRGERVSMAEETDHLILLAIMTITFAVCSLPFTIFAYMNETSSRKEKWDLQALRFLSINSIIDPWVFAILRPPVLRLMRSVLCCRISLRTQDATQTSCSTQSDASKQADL
# Active calls of the source: *. These rows are one share of the data; count on the stated rates, not on these rows.
SMILES,EP2 mod
Cc1cc2cc(C(c3nnnn3C(C)(C)C)N3CCN(Cc4ccccc4)CC3)c(=O)[nH]c2cc1C (stereo not drawn),11.4
CCC(c1nnnn1C1CCCC1)N(Cc1cccs1)Cc1cc2ccc(C)c(C)c2[nH]c1=O (stereo not drawn),49.0
CC(NC(=O)c1ncoc1-c1ccc2ccccc2c1)c1ccccn1 (stereo not drawn),-118.4
CCC(C)NC(=O)c1cc2sccc2n1C (stereo not drawn),-92.1
COc1cc(C(=O)NC(=S)Nc2ccccn2)cc(OC)c1OC,-74.7
Cc1cc(Nc2cccc(Cl)c2Cl)n2ncnc2n1,4.5
COc1ccc2[nH]c(=O)c(CN(Cc3nnnn3CC3CCCO3)C3CCCC3)cc2c1 (stereo not drawn),-15.9
CCCn1c(SCC(=O)Nc2c(C)cccc2C)nc2c1c(=O)n(C)c(=O)n2C,-0.4
CC1=CC2=NC(=O)CC(C)(C(=O)NCCCN3CCCc4ccccc43)N2C=C1 (stereo not drawn),1.4
Cc1cnc(C(=O)N2CCCC(c3[nH]ncc3-c3ccncc3)C2)cn1 (stereo not drawn),-18.6
Cc1nc(N(C)C)c(C#N)c(C)c1[N+](=O)[O-],8.7
Cc1cc2ccccc2n2c(SCC(=O)c3ccc(F)cc3)nnc12,-13.0
O=C(CN1C(=O)[C@@H]2CCCN2C(=O)c2ccccc21)N1CCCc2ccccc21,-31.6
CCCC(c1nnnn1C1CCCC1)N(Cc1ccc(C)cc1)Cc1cc2cccc(C)c2[nH]c1=O (stereo not drawn),17.0
COc1cccc(N2CC(C(=O)OC(CCCl)C(=O)c3ccc(F)cc3)CC2=O)c1 (stereo not drawn),-4.0
COC(=O)c1cn(CC(=O)Nc2c(C)cccc2C)c2ccccc12,-17.0
Cc1cc(S(=O)(=O)NCCC2=CCCCC2)ccc1-n1cnnn1,-60.8
COc1ccc(C2=NN(CCC(N)=O)C(=O)c3cc4sccc4n3C2)cc1,-37.7
CC(=O)c1ccc(NC(=O)CSc2nnc(-c3ccoc3C)n2CC2CCCO2)cc1 (stereo not drawn),25.8
Cc1nnc(SCC(=O)Nc2cc(C(F)(F)F)ccc2Cl)n1C,-13.9
CC(C)NC(=O)Cn1nc2c3ccccc3nc(C(C)C)n2c1=O,3.1
CC(C)NC(=O)CN1C(=O)C(C)(C)Oc2ccc(C(=O)Nc3ccc(C(C)C)cc3)cc21,-38.6
COc1ccc(C(=O)N2CCN(c3ccccc3F)CC2)c(OC)c1,-10.7
CN(C(=O)CN1C(=O)[C@H]2CCCN2C(=O)c2ccccc21)C1CCCCC1,-19.9
COc1ccc(CN(Cc2cn[nH]c2C(C)(C)C)CC2CCCO2)cc1OC (stereo not drawn),30.6
Fc1ccc(C2=NN3C(C2)c2ccccc2OC3c2ccncc2)cc1 (stereo not drawn),18.3
[O-][n+]1c(CN2CCCCC2)nc2cccc3c2c1-c1ccccc1-3,-3.7
CCCn1c(SCC(=O)N2CCCCCC2)nnc1-c1ccoc1C,25.0
CCOc1ccc(NC(=O)C2CC(=O)NC(N3CCN(C)CC3)=N2)cc1 (stereo not drawn),-23.3
O=C(C1CCCO1)N1CCC[C@H]1Cn1nc(-c2ccc(F)cc2)ccc1=O (stereo partly drawn),-14.0
COc1ccc(NC(=O)CSc2nc3cc(OC)ccc3cc2C#N)c(OC)c1,-31.2
Cc1ncc(-c2ccncc2)c(C2CCN(C(=O)CCn3nccc3C)CC2)n1,-7.7
O=C(Nc1ccc2snnc2c1)NC1CC1,-35.6
COC(=O)COc1ccc(/C=C2/Sc3ccccc3C2=O)cc1,-10.8
COc1ccc(N(CC(=O)N2CCC(C)CC2)S(=O)(=O)c2ccc(F)cc2)cc1,16.8
Nc1cc(=O)[nH]c2nnc(SCc3ccc(Cl)cc3)n12,-5.5
Cn1c(=O)c2[nH]c(CN3CCN(c4ccccc4F)CC3)nc2n(C)c1=O,-6.2
CS(=O)(=O)N(CC(=O)NCc1ccc2c(c1)OCO2)c1cccc(Cl)c1Cl,-6.1
CCn1c(NN)nc2c1c(=O)n(C)c(=O)n2C,6.1
CC(C)(C)NC(=O)CN(CC1CCCO1)C(=O)CCC(=O)Nc1nccs1 (stereo not drawn),-5.2
O=C(O)c1cc2ccccc2c(S(=O)(=O)O)c1O,4.0
Cc1ccc2c(c1)cc(CN(Cc1ccccc1)C(=O)c1cnccn1)c1nnnn12,5.5
CC1Cc2ccccc2N1C(=O)Cn1nc(-c2ccoc2)oc1=O (stereo not drawn),-50.5
CCn1c(COc2ccccc2C)nnc1SCC(=O)N1CCCCC1C (stereo not drawn),-85.3
O=C(NCCCN1CCCC1=O)/C(=C/c1ccco1)NC(=O)c1ccccc1,9.3
Cc1cc(C)n2ncc(C(=O)NC(C)c3ccccc3)c2n1 (stereo not drawn),-8.2
CC1CCCN(c2nc3c(c(=O)[nH]c(=O)n3C)n2Cc2ccccc2)C1 (stereo not drawn),5.2
O=C(C1CCCO1)N1CCCC(c2ncncc2-c2ccncc2)C1 (stereo not drawn),-25.7
COc1ccc(C(=O)N2CCC3(CC2)NC(=O)c2cccnc2N3C)cc1Cn1cccn1,-26.8
CCN1CC=C2C(C#N)=C(N)C(C#N)(C#N)C(c3cccc(Cl)c3)C2C1 (stereo not drawn),47.0
O=c1[nH]c(/C=C\c2cccc(C(F)(F)F)c2)c([N+](=O)[O-])c(=O)[nH]1,-24.4
COc1cccc(C2C(C(=O)Nc3ccccc3OC)=C(C)NC3=C2C(=O)CC(C)(C)C3)c1 (stereo not drawn),-9.4
Cc1cc2cc(C#N)c(N3CCN(C)CC3)nc2cc1Cl,-62.3
C=CCCCCCCCCCCCC(O)CC(O)COC(C)=O (stereo not drawn),-16.4
CCCn1c(=N)c(C(=O)NCCN2CCOCC2)cc2c(=O)n3cc(C)ccc3nc21,-11.8
CCCNC(=O)C(C)Sc1nc(-c2ccccc2)cc(C(F)(F)F)n1 (stereo not drawn),-129.2
Cc1ccccc1C(=O)N1CCN(c2ccc(NC(=O)c3ccc([N+](=O)[O-])o3)cc2)CC1,-154.0
COc1ccc(OC)c(C2NC(=O)C(C#N)=C(S)N2c2ccccc2C)c1 (stereo not drawn),-32.2
COc1ccc(N2CCN(C(=O)C3CCN(C(=O)c4ccccc4Cl)CC3)CC2)cc1,-34.2
c1nc2nc3c(c(Nc4ccc5c(c4)CCC5)n2n1)CCC3,-0.4

# New compounds follow:
SMILES,EP2 mod
C[C@@]12CC[C@@H]3[C@H](CC=C4C[C@@H](O)CC[C@@]43C)[C@H]1CC[C@H]2N(CCO)CCO,9.9
CCC(c1nnnn1C1CCCCC1)N(Cc1cccs1)Cc1cc2cc(C)cc(C)c2[nH]c1=O (stereo not drawn),75.2*
Cc1c(C=Nc2ccc(SC#N)c(Cl)c2)c(O)[nH]c(=O)c1C#N,-4.5
Cc1cc2cc(CN(Cc3cccnc3)C(c3nnnn3C3CCCC3)C(C)C)c(=O)[nH]c2cc1C (stereo not drawn),21.7
CCc1nn(CC(=O)N(CC)CC)c(=O)c2cc3sc(C)cc3n12,-13.2
Cc1cc(C)c2cc(C)c3nn(CC(=O)N4CCC(C(N)=O)CC4)c(=O)n3c2c1,-12.8
CCn1c(-c2ccc3c(c2)c(C)c(C)n3C)n[nH]c1=S,-62.3
O=C(c1cccs1)N1CCC(n2nc(-c3ccco3)ccc2=O)CC1,-14.8
O=C(Nc1ccc(F)cc1)N(Cc1cc2cc3c(cc2[nH]c1=O)OCCO3)C1CCCCC1,-38.8
C[C@H]1CCCC2(CC[N+](C)(CCC[N+](C)(C)C)CC2)C1 (stereo partly drawn),8.5
COc1ccc(-c2nc3n(c2NC(C)(C)C)CCNC3)cc1OC,-81.4
CCN(CC)C(=O)c1cc(-c2ccccc2)on1,-23.4

# Marked active in EP2 mod (from the list above):
SMILES,EP2 mod
CCC(c1nnnn1C1CCCCC1)N(Cc1cccs1)Cc1cc2cc(C)cc(C)c2[nH]c1=O (stereo not drawn),75.2*

# (further entries)
SMILES,EP2 mod
CCC(Sc1nc(C)c(C)c(=O)[nH]1)C(=O)O (stereo not drawn),-12.0
CCc1nc(SCC(=O)NCc2cccs2)c2c(C)c(C)sc2n1,26.4
Cc1nc2cc(C(=O)N3CCCCC3c3nc4ccccc4[nH]3)ccc2n1C (stereo not drawn),-5.0
O=S(O)O.O=S(O)O.[Co].[NH2-].[NH2-].[NH2-].[NH2-],-18.2
Cc1ccc(N(CC(=O)NC(C)(C)C)C(=O)CCC(=O)Nc2ccccn2)cc1,7.7
CS(=O)(=O)N(CC(=O)NCc1ccc2c(c1)OCO2)c1cccc(F)c1,-0.4
COC(=O)c1ccccc1NC(=O)CSc1nnc2c(C)cc3cc4c(cc3n12)OCCO4,8.7
Cc1cc(C)c2cc(CN(C3CCCC3)C(c3nnnn3C3CCCC3)C(C)C)c(=O)[nH]c2c1 (stereo not drawn),2.6
C=CCN1C(=O)/C(=c2/s/c(=C3/Sc4ccc(OC)cc4N3C)c(=O)n2C)SC1=S,2.4
COc1ccc(CN(Cc2ccc(C)o2)C2CC(C)(C)NC(C)(C)C2)cc1CO,-1.5
O=C(Nc1ccc(NC(=O)c2cc3ccccc3oc2=O)cc1)c1ccco1,0.9
COc1ccc(-c2c(C)nn3c(NCc4ccncc4)cc(C)nc23)cc1,-29.8
COc1ccc(N2CC(C(=O)Nc3cccc(OC(C)C)c3)CC2=O)cc1 (stereo not drawn),-23.0
Cn1c(C[C@@H](O)c2nc3ccccc3n2C)nc2ccccc21,1.9
Cc1cc(C(F)F)n2nc(C(=O)Nc3cccc(Cl)c3Cl)nc2n1,-35.3
Cc1cc2cc(CN(CCc3ccccc3)Cc3nnnn3C3CCCCC3)c(=O)[nH]c2cc1C,65.7*
COc1ccc(S(=O)(=O)N2CCC(C(=O)Nc3c(C)cc(C)cc3C)CC2)cc1C,2.6
CC(C)[C@H]1CN(Cc2ccco2)CCN1C(=O)Cn1cnc2ccccc2c1=O,-13.9
CCCNS(=O)(=O)c1ccc(OCC(=O)NCc2cccnc2)cc1,14.5
O=C1C2CCCCC2C(=O)N1CCC(=O)N1CCCCC1c1nc2ccccc2[nH]1 (stereo not drawn),-3.4
CCn1c(SCC(=O)Nc2cccc3ccccc23)nnc1-c1ccncc1,-14.9
Cn1c(=O)c2c(nc(NN)n2Cc2ccccc2Cl)n(C)c1=O,8.4
Cn1c(SCC(=O)Nc2cccc(Cl)c2)nc2ccccc2c1=O,-54.5
O=C(Cn1cnc2ccccc2c1=O)Nc1nccs1,-6.9
COc1ccc(C(=O)N2CCC[C@H](Cn3cc(C(=O)NCc4ccccc4F)nn3)C2)o1,-22.8
Cc1ccc(NC(=O)C(C)Oc2ccc3c(C)cc(=O)oc3c2)c(C)c1 (stereo not drawn),-23.9
Cc1sc2nc(C(C)C)n3c(=O)n(CC(=O)NC(C)C)nc3c2c1C,-24.7
COc1cc(C(=O)Nc2ccc(NC(=O)c3ccco3)c(C)c2)cc(OC)c1OC,-5.8
N[C@@H](CSc1nc2ccccn2c1[N+](=O)[O-])C(=O)O,21.9
COc1ccc(Cl)cc1NC(=O)CSc1nnc(-c2ccco2)n1C,2.3
C=CCNC(=O)Cn1c(-c2ccc(F)cc2)nc2ccccc21,19.1
Oc1ccc(-c2nc3cnccn3c2NCCc2ccccc2)cc1O,-89.7
O=C(O)[C@@H]1CS[C@]2(CCCN(Cc3ccccc3)C2)N1,15.1
CCn1c(COc2ccc(Br)cc2)nnc1SCc1ccccc1,18.0
CC(=O)Oc1cc(-c2coc3cc(OC(C)=O)c(OC(C)=O)c(OC(C)=O)c3c2=O)cc(OC(C)=O)c1OC(C)=O,14.4
Cc1ccc(NC(=O)C2CCCN2C(=O)NC2CCCCC2)cc1F (stereo not drawn),14.5
Cc1ccc(NC(=O)CSc2nnc(NC(=O)C3CC3)s2)cc1C,-16.2
CC[C@H](Cn1nc(-c2cccs2)ccc1=O)NC(=O)C1CC1,-28.9
Cc1ncc(-c2ccncc2)c(C2CCCN(C(=O)c3ccc4c(c3)OCO4)C2)n1 (stereo not drawn),-82.3
COCCCNC(=O)c1c(NC(=O)c2ccccc2C)sc2c1CCCC2,-23.4
CC(=O)Nc1ccc(NC(=O)c2ccccc2)nc1,-16.7
COc1ccc2cc(CN(CCO)C(=S)Nc3ccccc3OC)c(=O)[nH]c2c1,-9.5
CCOc1ccc2[nH]c(=O)c(-c3nc4ccc(Cl)cn4c3NCCOC)cc2c1,-27.0
O=C(C1CCCC1)N1CCC[C@H](Cn2nc(-c3cccs3)ccc2=O)C1,-54.7
COc1ccc(-c2nc3ccccn3c2NCc2ccccc2)cc1OC,-28.9

# Compounds shown so far that contain a furan ring, fused or not, in the order listed:
SMILES,EP2 mod
CC(=O)c1ccc(NC(=O)CSc2nnc(-c3ccoc3C)n2CC2CCCO2)cc1 (stereo not drawn),25.8
CCCn1c(SCC(=O)N2CCCCCC2)nnc1-c1ccoc1C,25.0
CC1Cc2ccccc2N1C(=O)Cn1nc(-c2ccoc2)oc1=O (stereo not drawn),-50.5
O=C(NCCCN1CCCC1=O)/C(=C/c1ccco1)NC(=O)c1ccccc1,9.3
Cc1ccccc1C(=O)N1CCN(c2ccc(NC(=O)c3ccc([N+](=O)[O-])o3)cc2)CC1,-154.0
O=C(c1cccs1)N1CCC(n2nc(-c3ccco3)ccc2=O)CC1,-14.8
COc1ccc(CN(Cc2ccc(C)o2)C2CC(C)(C)NC(C)(C)C2)cc1CO,-1.5
O=C(Nc1ccc(NC(=O)c2cc3ccccc3oc2=O)cc1)c1ccco1,0.9
CC(C)[C@H]1CN(Cc2ccco2)CCN1C(=O)Cn1cnc2ccccc2c1=O,-13.9
COc1ccc(C(=O)N2CCC[C@H](Cn3cc(C(=O)NCc4ccccc4F)nn3)C2)o1,-22.8
COc1cc(C(=O)Nc2ccc(NC(=O)c3ccco3)c(C)c2)cc(OC)c1OC,-5.8
COc1ccc(Cl)cc1NC(=O)CSc1nnc(-c2ccco2)n1C,2.3
